High-throughput results: PubChem BioAssay, The Scripps Research Institute Molecular Screening Center
PREPL inhibitor – human PREPL enzyme inhibition. AID 2751. hit rate 0.68% among 320,000. inhibition, % at 5.96 µM. recombinant PREPL, fluorescence polarization activity-based probe; in the data active = inhibition above about 43%;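 note: 0% = enzyme with DMSO and 100% = wells lacking enzyme; many of its hits are not listed in these tables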
PME-1 primary – blocks human protein phosphatase methylesterase 1; Q9Y570; recombinant PME-1, FP-Rh probe fluorescence polarization; inhibition, % at 5.9 µM; hit rate 0.53% among 320,000; AID 2130;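 active = inhibition above the campaign mean of all compounds plus 3 SD, cut at about 26% in these data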;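 note: competitive labeling of PME-1 active site by serine hydrolase directed probe; 0% = PME-1 with DMSO and 100% = wells lacking PME-1 enzyme; inhibitors block probe labeling so polarization falls and inhibition rises; many of its hits are not listed in these tables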
LYPLA2 inh – blocks human lysophospholipase 2, a PME1 counter-screen | inhibition, % at 5.9 µM | recombinant LYPLA2, FP-Rh probe fluorescence polarization | O95372 | hit rate 0.38% among 320,000;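 active = inhibition above the screen-wide mean plus 3 SD, limit set per campaign, cut at about 26% in these data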;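 note: 0% = LYPLA2 with DMSO and 100% = wells lacking LYPLA2 enzyme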
Target sequence (O95372 whole entry, looked up): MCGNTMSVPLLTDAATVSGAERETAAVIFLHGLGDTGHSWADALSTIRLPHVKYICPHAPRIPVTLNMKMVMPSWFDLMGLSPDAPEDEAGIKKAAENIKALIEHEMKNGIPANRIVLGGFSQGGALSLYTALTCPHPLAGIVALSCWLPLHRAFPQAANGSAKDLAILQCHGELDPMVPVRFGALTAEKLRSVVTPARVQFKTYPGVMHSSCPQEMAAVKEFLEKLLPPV
PAFAH1B2 inh – blocks human PAF acetylhydrolase 1b catalytic subunit 2. hit rate 1.2% among 340,000. inhibition, % at 3.39 µM. P68402. recombinant PAFAH1B2, FP-rhodamine activity probe, fluorescence polarization;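 active = inhibition above the mean of all tested compounds plus 3 SD, cut at about 24% in these data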;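 note: 0% = enzyme with DMSO and 100% = wells lacking PAFAH1B2; many of its hits are not listed in these tables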
Target sequence (P68402 whole entry, looked up): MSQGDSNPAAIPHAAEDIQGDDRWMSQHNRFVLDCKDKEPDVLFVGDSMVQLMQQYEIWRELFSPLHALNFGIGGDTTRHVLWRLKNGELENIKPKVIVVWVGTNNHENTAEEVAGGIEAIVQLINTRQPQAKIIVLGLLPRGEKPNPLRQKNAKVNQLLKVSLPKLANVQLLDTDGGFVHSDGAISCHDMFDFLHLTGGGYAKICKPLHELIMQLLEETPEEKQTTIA
GSTO1 inh – GSTO1 inhibition, counter-screen for RBBP9 inhibitors; P78417; recombinant GSTO1, activity-based probe fluorescence polarization; inhibition, % at 5.96 µM; hit rate 1.1% among 300,000; AID 1974;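 active = inhibition above the campaign mean inhibition plus 3 SD, cut at about 35% in these data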;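 note: 0% = GSTO1-1 with DMSO and 100% = wells lacking GSTO1-1 enzyme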
Target sequence (P78417 whole entry, looked up): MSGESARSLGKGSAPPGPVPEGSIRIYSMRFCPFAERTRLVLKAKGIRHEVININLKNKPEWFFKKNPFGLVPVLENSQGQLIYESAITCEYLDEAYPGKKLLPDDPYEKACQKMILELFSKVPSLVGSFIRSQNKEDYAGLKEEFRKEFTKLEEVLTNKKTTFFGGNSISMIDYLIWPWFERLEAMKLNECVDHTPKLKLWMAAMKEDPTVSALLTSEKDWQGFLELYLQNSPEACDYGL
PAFAH1B3 FP inh – inhibitors of human PAFAH1B3; Q15102; recombinant PAFAH1B3, FP-rhodamine probe, fluorescence polarization; inhibition, % at 3.39 µM; hit rate 0.28% among 340,000; AID 492972;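 active = inhibition above the screen-wide average of all tested compounds plus 3 SD, cut at about 25% in these data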;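 note: 0% = enzyme with DMSO only and 100% = wells lacking PAFAH1B3 protein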
pPAFAH inh – inhibitors of human plasma PAF acetylhydrolase (pPAFAH) | recombinant pPAFAH, FP-rhodamine probe fluorescence polarization | inhibition, % at 3.39 µM | hit rate 1.5% among 330,000;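 active = inhibition above the mean inhibition across the screen plus 3 SD, cut at about 25% in these data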;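 note: inhibitors block binding of the rhodamine activity-based probe so polarization drops; 0% = enzyme with DMSO and 100% = wells lacking pPAFAH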
LYPLA1 counter – blocks human lysophospholipase 1, a PME1 counter-screen; O75608; inhibition, % at 5.9 µM; recombinant LYPLA1, FP-Rh probe fluorescence polarization; AID 2174; hit rate 0.16% among 320,000;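 active = inhibition above the mean of all tested compounds plus 3 SD, set per campaign, cut at about 14% in these data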;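 note: inhibitors block serine hydrolase probe labeling of LYPLA1 so polarization falls; 0% = enzyme with DMSO and 100% = wells lacking LYPLA1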
Target sequence (O75608 whole entry, looked up): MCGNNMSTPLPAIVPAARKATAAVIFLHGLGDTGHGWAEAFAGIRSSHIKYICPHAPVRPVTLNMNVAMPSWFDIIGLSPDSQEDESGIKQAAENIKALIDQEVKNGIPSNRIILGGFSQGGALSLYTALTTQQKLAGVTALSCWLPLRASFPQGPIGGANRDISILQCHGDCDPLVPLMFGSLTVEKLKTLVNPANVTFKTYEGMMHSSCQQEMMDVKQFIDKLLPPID
PAD4 inh – PAD4 (human) enzyme inhibition; hit rate 0.41% among 330,000; inhibition, % at 6.36 µM; AID 485272; recombinant PAD4, RCA probe fluorescence polarization; Q9UM07;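 active = percent inhibition above a cutoff equal to the mean of all tested compounds plus 3 SD, cut at about 15% in these data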;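 note: 0% = PAD4 with RCA probe and DMSO and 100% = probe without PAD4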
* hit, by the source's call; . = not tested or not shown. Some of the compounds tested (hit frequency here may not be typical).

SMILES | PREPL inhibitor | PME-1 primary | LYPLA2 inh | PAFAH1B2 inh | GSTO1 inh | PAFAH1B3 FP inh | pPAFAH inh | LYPLA1 counter | PAD4 inh
Cc1nc(NC(=O)c2ccc(OCC(C)C)cc2)sc1Cc1ccc2c(c1)OCO2 | 17 | -10 | 7 | -2 | 2 | 1 | 7 | -2 | 0
O=C1N=c2ccccc2=C1c1sc(=S)n(CC2CCCO2)c1O (configuration not stated) | 11 | -2 | 5 | 4 | 8 | -2 | 5 | -3 | -4
NC(=O)c1ccc(NC(=O)COC(=O)c2c3c(nc4ccccc24)/C(=C\c2cccs2)CCC3)cc1 | -13 | -123 | -164 | -10 | -31 | -14 | -28 | -67 | 0
O=C(Nc1ccc2oc(-c3cccnc3)nc2c1)c1cc2ccccc2o1 | -34 | -14 | 4 | -2 | -9 | 3 | -2 | -1 | -6
Cc1sc(N/N=C/c2cccnc2)nc1-c1ccc(Cl)cc1 | 22 | 2 | -5 | -3 | 2 | 4 | 11 | 0 | -1
O=C(OCc1nnn(Cc2ccccc2)c1-c1c(COC(=O)c2ccccc2)nnn1Cc1ccccc1)c1ccccc1 | -3 | -1 | 0 | -5 | -1 | 2 | 2 | -3 | 2
CC1CN(Cc2nc3c(c(=O)[nH]c(=O)n3C)n2CCN2CCOCC2)CC(C)O1 (configuration not stated) | 23 | -4 | -3 | 3 | 4 | 13 | -1 | 1 | 0
CCc1nc(SCC(=O)c2ccccc2)c2ccccc2n1 | 6 | 1 | 2 | 4 | -13 | 14 | 9 | 1 | -5
Cc1ccc(-c2csc3nc(CSc4nnc(-c5ccc(Cl)cc5)n4C)[nH]c(=O)c23)cc1 | 7 | -1 | -6 | 3 | 4 | 2 | 4 | -5 | 4
COC(CNC(=O)C1CCCN(S(=O)(=O)c2c(C)noc2/C=C/c2cccs2)C1)OC (configuration not stated) | 14 | 11 | 3 | 6 | 15 | 13 | -2 | 2 | -6
Cc1cc(-c2ccc(N=Nc3c(S(=O)(=O)O)cc4cc(S(=O)(=O)O)cc(N)c4c3O)c(C)c2)ccc1N=Nc1c(S(=O)(=O)O)cc2cc(S(=O)(=O)O)cc(N)c2c1O | 24 | 3 | -19 | . | -76 | . | 53* | -22 | -45
CCOC(=O)C(NCCc1ccccc1)(NC(C)=O)C(F)(F)F (configuration not stated) | -2 | 6 | 12 | -2 | 5 | 1 | 6 | 7 | -1
Cc1ccc(C(C(=O)NCc2ccccc2)N(C(=O)c2ccccn2)c2ccccc2)o1 (configuration not stated) | -3 | 2 | 0 | 4 | -2 | 0 | 4 | 1 | 0
Clc1ccc(-c2ccc(SCc3ccccn3)nn2)cc1 | -11 | -6 | 8 | 3 | -7 | 3 | -2 | 2 | 0
COc1ccc(C(=O)NC(Cc2ccc(OC(=O)c3ccc(OC)cc3)cc2)C(=O)O)cc1 (configuration not stated) | 13 | -3 | -8 | -1 | 6 | 0 | 1 | -1 | -4
COCCNC(=O)c1cn(Cc2c(F)cccc2Cl)nn1 | -1 | -5 | -2 | 1 | 2 | -2 | 2 | -2 | 5
Cn1c(Cc2cccc3ccccc23)nnc1SCC(=O)N1CCN(c2ccccc2)CC1 | -6 | 1 | -7 | 0 | 9 | 2 | 1 | 0 | 0
CC(CC1CC(C)(C)OC1=O)C(=O)Nc1ccc([N+](=O)[O-])cc1 (configuration not stated) | 1 | -8 | -1 | 4 | 1 | 8 | 1 | 0 | 0
Cc1[nH]c2ccc(Cl)cc2c(=O)c1CN1CCCC1 | 6 | -1 | -3 | 0 | 3 | 1 | 6 | -2 | -3
CN(CCC#N)C(=O)COC(=O)/C=C/c1cccs1 | -4 | -3 | 5 | -4 | 7 | 10 | -3 | -2 | -1
N#Cc1c(N2CCOCC2)nc(N)c2c(N)nc3c(c12)CC(CCl)O3 (configuration not stated) | 21 | 2 | -1 | 3 | -2 | 3 | 10 | -2 | 3
Cc1cc(Cl)ccc1OCC(=O)N1CCN(c2ncccn2)CC1 | -10 | 3 | 2 | 6 | 6 | 2 | 1 | 3 | -4
O=C(Cc1cccc(C(F)(F)F)c1)Nc1cccc(S(=O)(=O)N2CCCC2)c1 | 8 | 2 | -2 | 7 | -4 | 4 | 11 | -1 | 7
CCOc1ccc(NC(=O)N2CCC(n3c(=O)[nH]c4ccccc43)CC2)cc1 | 6 | 2 | -1 | 5 | -4 | 6 | -3 | 2 | -1
COc1ccc(Cn2nnnc2CN2CCC(O)(c3ccc(F)cc3)CC2)cc1 | -1 | 1 | -3 | 4 | 5 | 3 | -2 | -1 | -2
CCCCCCC1NC(C(=O)O)CS1 (configuration not stated) | 11 | -13 | 3 | 8 | 15 | 6 | 2 | 0 | 2
COCCNC(=O)c1cc(C(=O)CC(C)C)c[nH]1 | 10 | -8 | 7 | 3 | 9 | 10 | 2 | 2 | 1
CCc1ccc(N2CC(C(=O)Nc3nccs3)CC2=O)cc1 (configuration not stated) | 5 | -1 | 0 | 2 | -3 | 4 | -3 | -1 | -3
O=C(Nc1ccc(Cl)c(S(=O)(=O)Nc2ccccc2Cl)c1)c1cccs1 | 10 | -4 | -11 | -4 | -6 | 0 | 20 | -16 | -7
COc1cccc(CN(CC2CCCO2)S(=O)(=O)c2ccc(S(=O)(=O)NCC3CCCO3)cc2)c1OC (configuration not stated) | 4 | 7 | -5 | 2 | 7 | 1 | 3 | -1 | -3
O=C1c2cccnc2C(=O)N1Cc1ccc(F)cc1S(=O)(=O)NCc1ccco1 | -3 | -3 | -4 | 2 | 1 | 4 | 5 | 1 | 2
O=C(c1cc(-c2cccc(O)c2)on1)N1CCOCC1 | 1 | -3 | -2 | 2 | -1 | -2 | 1 | 1 | -1
C=CCN1C(=O)/C(=C2/Sc3ccc(OC)cc3N2C)SC1=Nc1ccc(OC)cc1 | 0 | 1 | 0 | . | 0 | . | 6 | 0 | -3
Cc1ccc(C(=O)Nc2cccc(NC(=O)c3ccc(C)o3)n2)o1 | 5 | -2 | -6 | 6 | 4 | 13 | -2 | -6 | -3
Cc1ccc2nc(NCCO)nc(-c3ccccc3)c2c1 | 4 | 3 | 4 | 0 | 0 | 8 | 5 | 1 | 5
O=C(CNC(=O)N1CC(=O)Nc2ccccc21)NCCc1cccc(F)c1 | -6 | 0 | -5 | 5 | 4 | -1 | -1 | -3 | 6

Some of the entries so far, with two lines to a compound:
Under each structure: PREPL inhibitor, PME-1 primary, LYPLA2 inh, PAFAH1B2 inh, GSTO1 inh, PAFAH1B3 FP inh, pPAFAH inh, LYPLA1 counter, PAD4 inh
CCCCCCC1NC(C(=O)O)CS1 (configuration not stated)
→ 11, -13, 3, 8, 15, 6, 2, 0, 2
COCCNC(=O)c1cc(C(=O)CC(C)C)c[nH]1
→ 10, -8, 7, 3, 9, 10, 2, 2, 1

Back to the main list, starting 5 compounds before the break.
SMILES | PREPL inhibitor | PME-1 primary | LYPLA2 inh | PAFAH1B2 inh | GSTO1 inh | PAFAH1B3 FP inh | pPAFAH inh | LYPLA1 counter | PAD4 inh
O=C(c1cc(-c2cccc(O)c2)on1)N1CCOCC1 | 1 | -3 | -2 | 2 | -1 | -2 | 1 | 1 | -1
C=CCN1C(=O)/C(=C2/Sc3ccc(OC)cc3N2C)SC1=Nc1ccc(OC)cc1 | 0 | 1 | 0 | . | 0 | . | 6 | 0 | -3
Cc1ccc(C(=O)Nc2cccc(NC(=O)c3ccc(C)o3)n2)o1 | 5 | -2 | -6 | 6 | 4 | 13 | -2 | -6 | -3
Cc1ccc2nc(NCCO)nc(-c3ccccc3)c2c1 | 4 | 3 | 4 | 0 | 0 | 8 | 5 | 1 | 5
O=C(CNC(=O)N1CC(=O)Nc2ccccc21)NCCc1cccc(F)c1 | -6 | 0 | -5 | 5 | 4 | -1 | -1 | -3 | 6
O=C(CN(C(=O)CNC(=O)c1ccco1)c1ccc2c(c1)OCCO2)NC1CCCCC1 | -9 | -6 | -5 | 5 | -7 | 5 | 2 | -1 | 3
O=C(Nc1cccc(S(=O)(=O)N2CCCCCC2)c1)C1CCN(C(=O)c2ccc(Cl)cc2)CC1 | 2 | 6 | 3 | -2 | -16 | 5 | 1 | 1 | -8
CCOc1cc(-c2noc(-c3cccnc3)n2)ccc1OC | 9 | 2 | 8 | 8 | 1 | -2 | 2 | -1 | 1
CCCN(CCC)CCCNC(=O)CS(=O)Cc1nc(-c2ccc(OC)c(OC)c2)oc1C (configuration not stated) | 15 | -2 | -4 | 3 | 2 | 5 | 3 | -2 | 6
Cc1cc(NC(=O)COC(=O)CNS(=O)(=O)c2ccc(C)c(C)c2)no1 | 14 | 1 | 2 | 6 | 2 | 11 | 7 | 0 | 2
COC(=O)CN1C(=O)[C@H]2[C@@H](c3ccc(C)o3)N3C(=O)CN(Cc4ccccn4)C(=O)[C@@]3(C)[C@H]2C1=O | 10 | 0 | 7 | 5 | 8 | 12 | 7 | 5 | 4
Cc1ccc(C(=O)c2c3ccccc3[n+]([O-])n2[C@@H](C)C(N)=O)cc1 | 0 | 3 | -3 | -1 | 11 | 0 | 10 | 2 | -14
COC(=O)c1[nH]c2c(c1C)C(=O)CC(c1cccs1)C2 (configuration not stated) | 5 | -1 | 3 | 5 | 6 | 7 | 2 | -2 | -2
O=C(O)c1ccc2c(=O)n3c(nc2c1)/C(=C/c1cccc(Cl)c1Cl)CC3 | 0 | -3 | 2 | 6 | -18 | 5 | -3 | -12 | 0
Cc1ccc(N(C(C)C(=O)N2CCC(C)CC2)S(C)(=O)=O)cc1C (configuration not stated) | 2 | 0 | 3 | 0 | -4 | 1 | -1 | 0 | -2
c1ccc(N2CCN(C3CC4CCC3C4)CC2)cc1 (configuration not stated) | 7 | -1 | 2 | 3 | 2 | 7 | 0 | 2 | 0
COc1ccc(N(C(=O)CNC(=O)c2ccco2)C(C(=O)NCC2CCCO2)c2ccc(OC)c(OC)c2)cc1 (configuration not stated) | 14 | 2 | 9 | 1 | 6 | 6 | 2 | 4 | -4
Cc1csc(CN(C)C(=O)C2CCC(=O)N(CCCc3ccccc3)C2)n1 (configuration not stated) | 4 | 2 | 13 | 4 | 4 | 7 | 11 | 1 | 4
O=C(N/N=C/c1cccc(O)c1)c1cc(-c2ccc3c(c2)OCO3)n[nH]1 | 1 | -56 | -56 | -2 | -24 | -6 | -20 | -29 | -14
O=C(N/N=C\CCc1ccccc1)c1ccco1 | 17 | 7 | 1 | -2 | -4 | 8 | -3 | -1 | 3
O=C(NC(Cc1ccccc1)c1nc2ccccc2[nH]1)c1ccc(Cl)c([N+](=O)[O-])c1 (configuration not stated) | -2 | -1 | -4 | -5 | 28 | 5 | 0 | -2 | -6
Cc1ccc(S(=O)(=O)/C=C/c2ccccc2)cc1 | -2 | 1 | 5 | 1 | 3 | 2 | 2 | -1 | -1
CC(Sc1nnnn1-c1ccc(O)cc1)c1nc2ccccc2c(=O)[nH]1 (configuration not stated) | -33 | 6 | -1 | 3 | -12 | 1 | 3 | -1 | 2
CC(C)(C)c1ccc(C(=O)Nc2nnc(SCC(=O)NCC3CCCO3)s2)cc1 (configuration not stated) | 1 | -2 | 3 | 22 | -1 | 4 | 2 | 0 | 2
CCc1c(C(=O)NC2CCCC2)csc1C | 13 | -8 | 1 | 8 | 13 | 4 | -3 | -3 | -3
